Source: PubChem BioAssay (several laboratories)
TLR4 MyD88 comp = inhibitors of TLR4-MyD88 association in cells, primary screen, cell-based, HeLa CL3-4, BLA complementation, FRET ratio; HeLa CL3-4 TLR4/MyD88 BLA complementation; AID 861, 2007; inhibition, % at 8.4 µM; Toll-like receptor 4 (Homo sapiens) + Myeloid differentiation primary response protein …; 0.18% of 200,000 active; in the data active means inhibition above about 25%;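 further: 0% = vehicle and 100% = reference inhibitor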
Target sequence (O00206 whole entry, looked up): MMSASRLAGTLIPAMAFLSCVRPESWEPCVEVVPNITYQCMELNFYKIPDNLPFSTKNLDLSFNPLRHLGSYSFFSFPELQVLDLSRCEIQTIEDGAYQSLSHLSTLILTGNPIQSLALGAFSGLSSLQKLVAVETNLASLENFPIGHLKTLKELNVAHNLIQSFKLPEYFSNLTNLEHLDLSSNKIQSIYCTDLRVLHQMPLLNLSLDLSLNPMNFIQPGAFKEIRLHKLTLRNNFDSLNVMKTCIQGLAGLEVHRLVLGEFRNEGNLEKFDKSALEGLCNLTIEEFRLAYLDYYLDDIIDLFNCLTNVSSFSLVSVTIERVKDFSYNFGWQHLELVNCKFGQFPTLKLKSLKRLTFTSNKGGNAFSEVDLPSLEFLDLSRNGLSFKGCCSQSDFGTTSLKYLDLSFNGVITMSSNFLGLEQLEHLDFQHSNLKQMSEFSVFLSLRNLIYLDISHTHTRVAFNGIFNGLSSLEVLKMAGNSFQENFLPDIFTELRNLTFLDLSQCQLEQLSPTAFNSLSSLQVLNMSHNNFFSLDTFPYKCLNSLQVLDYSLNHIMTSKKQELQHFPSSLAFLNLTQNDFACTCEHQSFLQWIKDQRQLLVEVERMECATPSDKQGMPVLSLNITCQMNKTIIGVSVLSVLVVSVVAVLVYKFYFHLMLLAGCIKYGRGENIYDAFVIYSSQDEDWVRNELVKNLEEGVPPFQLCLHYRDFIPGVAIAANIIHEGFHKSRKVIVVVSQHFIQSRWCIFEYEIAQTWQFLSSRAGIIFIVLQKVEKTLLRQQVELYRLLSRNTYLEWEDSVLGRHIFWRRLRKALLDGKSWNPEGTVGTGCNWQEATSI
Target sequence (Q99836 whole entry, looked up): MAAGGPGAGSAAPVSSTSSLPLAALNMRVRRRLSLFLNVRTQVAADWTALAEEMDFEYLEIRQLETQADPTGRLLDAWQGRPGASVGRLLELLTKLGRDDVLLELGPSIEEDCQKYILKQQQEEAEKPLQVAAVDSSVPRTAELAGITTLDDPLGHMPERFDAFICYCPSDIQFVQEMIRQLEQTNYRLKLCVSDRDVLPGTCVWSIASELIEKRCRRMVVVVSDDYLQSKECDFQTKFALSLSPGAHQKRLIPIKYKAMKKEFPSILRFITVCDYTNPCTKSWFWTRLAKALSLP
Diaphorase inh = diaphorase inhibitors and chemical oxidizers, primary screen, counter-screen for diaphorase-coupled primary assays, biochemical, uHTS, resorufin fluorescence. diaphorase resazurin-to-resorufin fluorescence, NADH, 16 min; bacterial (C. kluyveri) enzyme, not human. inhibition, % at 20 µM. 0.69% of 190,000 active. AID 1217, 2008;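 active means primary screen inhibition at 20 µM above a set limit, cut at about 50% in these data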;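 further: plate controls were DMSO with full reaction for no effect and wells lacking NADH for full effect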
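Assay system – diaphorase enzyme from Clostridium kluyveri · Amount – diaphorase 0.14 U/mL (working solution) · Times – reaction incubation of 16 min at room temperature · Controls – No-NADH positive control and DMSO neutral control · Signal – resorufin fluorescence 544/590 nm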
Hsp70 act = Hsp70 transcriptional activators, primary screen, cell-based, HeLa, Hsp70 promoter luciferase, luminescence, 10 µM; HeLa Hsp70 promoter luciferase reporter; scaled: vehicle 0, proteasome-inhibitor control 100%; activation, % at 10 µM; 0.04% of 200,000 active; AID 1203, 2008;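 active means activation above the mean across all tested compounds plus 3 SD, cutoff set per campaign, cut at about 5.5% in these data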;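 further: 100% = MG132 at 30 µM as the positive control and 0% = DMSO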
APP 5UTR inh = inhibitors of APP translation via 5'UTR reporter, primary screen, APP 5'UTR luciferase, SH-SY5Y cells; SH-SY5Y APP 5'UTR-luciferase reporter, luminescence; inhibition, % at 2 µM; 0.82% of 190,000 active;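 active means inhibition above a set limit, derived from the sample mean plus 3 SD, cut at about 45% in these data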; further: values of inactives mirror those of a sister screen read the other way
STAT1 act = STAT1 signaling activators, primary screen, cell-based, HTS, luciferase reporter | NIH 3T3 STAT1-luciferase reporter, IFN-gamma, luminescence; 100% = IFN-gamma alone, no compound | activation (% of control), % at 5.5 µM | 2.6% of 200,000 active | AID 932, 2007;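 active means activation above the screen-wide mean activation plus 3 SD, cut at about 130% in these data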;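 further: raw ratio to IFN-gamma control signal so 100% means no change and 0% no light; values of inactives mirror those of a sister screen read the other way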
STAT3 act = IL-6 driven STAT3 reporter potentiators, primary screen, U3A cells, luciferase, luminescence, MLSCN library; activation (% of control), % at 5.6 µM; IL-6 STAT3-luciferase reporter; 100% = signal with IL-6 EC80 alone; 0.91% of 190,000 active;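 active means activation above the screen-wide mean of compound activation plus 3 SD, cut at about 130% in these data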;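 further: 0% = background luminescence of wells with medium and substrate only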
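system = STAT3-luciferase reporter U3A cells | reagent = IL-6 stimulus at 33 ng/mL final | timing = 1 h compound pre-exposure, 6 h IL-6 stimulation, 37 °C | measured by = luminescence | evaluation = % activation versus median of IL-6-stimulated wells | control set = IL-6-only wells as 100% reference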
STAT1 inh = STAT1 signaling inhibitors, primary screen, cell-based, HTS, luciferase reporter; NIH 3T3 STAT1-luciferase reporter, IFN-gamma, luminescence; inhibition, % at 5.5 µM; 0.35% of 200,000 active; AID 920, 2007;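 active means inhibition above a set limit, the mean inhibition across all tested compounds plus 3 SD, cut at about 34% in these data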;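 further: 0% = IFN-gamma with DMSO and 100% = IFN-gamma with 300 µM nifuroxazide; values of inactives mirror those of a sister screen read the other way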
STAT3 inh = IL-6 driven STAT3 reporter inhibitors, primary screen, U3A cells, luciferase, luminescence, MLSCN library; AID 862, 2007; inhibition, % at 5.5 µM; 0.89% of 190,000 active; IL-6 STAT3-luciferase reporter; host cell line lacks STAT1;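 active means inhibition above the mean inhibition across all screened compounds plus 3 SD, cut at about 44% in these data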;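 further: 0% = DMSO only wells and 100% = 100 µM nifuroxazide control wells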
G6PDH CS = L. mesenteroides G6PDH inhibitors, counter-screen for G6PDH-coupled screening assays, biochemical, Leuconostoc mesenteroides enzyme; AID 1020, 2008; Purified L. mesenteroides G6PDH, diaphorase/resazurin coupled fluorescence, 45 min; inhibition, % at 5 µM; 0.12% of 200,000 active; in the data active means inhibition above about 50%
Diaph act CS = compounds boosting diaphorase resazurin reduction – biochemical, uHTS, resorufin fluorescence, counter-screen for diaphorase-coupled primary assays, primary screen. Diaphorase/resazurin coupled assay, 16 min; active compounds read high; 1 = vehicle wells, 0 = NADH-free wells. activation factor at 20 µM. 0.005% of 190,000 active. AID 1229, 2008;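 active means diaphorase activity raised at least twofold by the compound at 20 µM; inactive means activation factor below 2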
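Test system: Clostridium kluyveri diaphorase, purified enzyme; input: enzyme 0.07 U/mL final; buffer or medium: 50 mM HEPES pH 7.4 with 4.542 mM MgCl2, 0.005% Tween 20; also added: 0.114 mM NADH and 0.1 mM resazurin, final amounts; schedule: 16 min enzyme reaction, ambient temperature; technique: fluorescence of resorufin, 544 nm excitation, 590 nm emission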
* marks the source's active call; other numbers are inactive results; x = not tested or not shown.

SMILES | TLR4 MyD88 comp | Diaphorase inh | Hsp70 act | APP 5UTR inh | STAT1 act | STAT3 act | STAT1 inh | STAT3 inh | G6PDH CS | Diaph act CS
CC(C)C(=O)Nc1sc2c(c1-c1nc3ccccc3[nH]1)CCCC2 | 4 | 18 | 0.0 | -8 | 102 | 109 | -2 | -8 | 0 | 0.8
Cc1cc(C)nc(N2CCCC(C(=O)NC3CCCC3)C2)n1 (configuration not stated) | 4 | 9 | -0.4 | 15 | 96 | 94 | 4 | 11 | -4 | 0.9
Cc1c(NC(=O)/C(C#N)=C/C2CC=CCC2)c(=O)n(-c2ccccc2)n1C (configuration not stated) | 1 | 14 | 0.0 | x | 96 | 107 | 4 | -10 | -1 | 0.9
CCCCCOc1ccc(C(=O)N(Cc2ccco2)C2CCS(=O)(=O)C2)cc1 (configuration not stated) | -6 | 12 | -0.3 | 39 | 98 | 105 | 1 | 1 | 10 | 0.9
COC(=O)c1sccc1-n1cccc1C(=O)C(=O)N1CC(C)OC(C)C1 (configuration not stated) | 0 | 6 | 0.5 | 11 | 103 | 103 | -3 | -2 | -1 | 0.9
Cn1c(=O)[nH]c(=O)c2c1nc(CN1CCN(c3ccccc3F)CC1)n2CC(N)=O | 9 | 12 | -0.3 | 6 | 93 | 107 | 8 | -8 | 3 | 0.9
O=C(Cn1cccc1C(=O)c1ccccc1)NCc1ccco1 | 20 | 16 | -0.4 | 3 | 105 | 90 | -5 | 16 | 5 | 0.8
O=C(NCc1ccccc1Cl)c1ccccc1CCc1ccccc1 | -17 | 8 | 0.1 | 0 | 90 | 105 | 11 | -8 | 4 | 0.9
CC(C)(C)c1ccc(C(=O)N2CCCCCC2=O)cc1 | -10 | 6 | -0.7 | 57* | 82 | 64 | 19 | 45* | 10 | 0.9
COc1ccc(S(=O)CC(=O)Nc2ccc(Cl)cc2Cl)cc1 (configuration not stated) | -4 | 12 | 0.1 | 4 | 91 | 93 | 9 | 14 | 16 | 0.9

Compound profiles, as listed above. Order of screens: TLR4 MyD88 comp | Diaphorase inh | Hsp70 act | APP 5UTR inh | STAT1 act | STAT3 act | STAT1 inh | STAT3 inh | G6PDH CS | Diaph act CS
`CCCCCOc1ccc(C(=O)N(Cc2ccco2)C2CCS(=O)(=O)C2)cc1` (configuration not stated) in the list: -6 | 12 | -0.3 | 39 | 98 | 105 | 1 | 1 | 10 | 0.9
`COc1ccc(S(=O)CC(=O)Nc2ccc(Cl)cc2Cl)cc1` (configuration not stated) in the list: -4 | 12 | 0.1 | 4 | 91 | 93 | 9 | 14 | 16 | 0.9
`Cc1c(NC(=O)/C(C#N)=C/C2CC=CCC2)c(=O)n(-c2ccccc2)n1C` (configuration not stated) in the list: 1 | 14 | 0.0 | x | 96 | 107 | 4 | -10 | -1 | 0.9
`COC(=O)c1sccc1-n1cccc1C(=O)C(=O)N1CC(C)OC(C)C1` (configuration not stated) in the list: 0 | 6 | 0.5 | 11 | 103 | 103 | -3 | -2 | -1 | 0.9

Next records
SMILES | TLR4 MyD88 comp | Diaphorase inh | Hsp70 act | APP 5UTR inh | STAT1 act | STAT3 act | STAT1 inh | STAT3 inh | G6PDH CS | Diaph act CS
CC(C)OC(=O)CCCN1C(=O)c2ccc(N)cc2C1=O | 10 | 10 | 0.1 | -2 | 89 | 101 | 12 | 0 | 3 | 0.9
CCCCC(C(=O)O)C(C)CC(=O)Nc1cccc(C(=O)O)c1 (configuration not stated) | 2 | 17 | -0.3 | 6 | 112 | 105 | -11 | 0 | 9 | 0.8
COc1ccc(NC(=O)c2ccc(S(=O)(=O)N3CCOCC3)cc2)c(OC)c1 | -10 | 12 | -0.2 | 17 | 101 | 97 | -1 | 6 | -14 | 0.9
COC(=O)/C=C(\C)NC(=O)c1cccs1 | 2 | 16 | -0.6 | -7 | 99 | 92 | 1 | 18 | 2 | 0.8
O=[N+]([O-])c1ccc(Cl)c(/C=N/N2CCN(C3c4ccccc4-c4ccccc43)CC2)c1 | 2 | 3 | 0.3 | 4 | 92 | 101 | 9 | 10 | -1 | 1
O=C(CSc1nnc(-c2ccc(Cl)cc2)n1CC1CCCO1)NC1CCS(=O)(=O)C1 (configuration not stated) | -5 | 10 | -0.1 | -2 | 106 | 110 | -8 | -2 | 10 | 0.9
COc1cc(C(=O)OCc2ccc(C)cc2)cc(NC(=O)c2cccs2)c1OC | -2 | 14 | -0.3 | 16 | 94 | 92 | 7 | 9 | -6 | 0.9
COc1cccc(C2C(C(N)=O)=C(C)Nc3nc(CCCO)nn32)c1OC (configuration not stated) | -8 | 12 | 1.0 | 22 | 102 | 108 | -3 | -4 | 8 | 0.9
CCOc1cc(NS(C)(=O)=O)c(OCC)cc1NC(=O)c1cccs1 | 0 | 14 | 0.6 | -25 | 104 | 105 | -5 | 0 | -1 | 0.9
O=C(CCNC(=O)Cn1ccc2ccccc2c1=O)NCc1ccc(F)cc1Cl | 14 | 8 | -0.1 | 2 | 92 | 99 | 9 | 1 | 3 | 0.9
O=C(Cn1nnc(-c2ccccc2)n1)N=Nc1c(O)[nH]c2ccccc12 | 4 | 5 | 0.0 | -6 | 109 | 99 | -9 | 8 | -3 | 1
CCOC(=O)C1=NOC(CNC(=O)c2c(-c3ccccc3Cl)noc2C)C1 (configuration not stated) | 17 | 11 | -0.3 | -5 | 103 | 110 | -3 | -6 | -3 | 0.9
COc1ccc(-c2nnc(SCC(=O)NCC3CCCO3)n2C)cc1 (configuration not stated) | -23 | 18 | 0.1 | -4 | 103 | 93 | -6 | 14 | 9 | 0.8
O=C(COc1ccc(Cl)cc1)NCc1nnc(SCC(=O)Nc2ccc(F)cc2F)o1 | 6 | -8 | -0.2 | -12 | 94 | 103 | 5 | 3 | 9 | 1.1
COc1ccccc1NC(=O)Oc1ccc(NC(=O)c2ccco2)cc1 | -3 | 20 | -0.2 | -6 | 97 | 102 | 3 | 5 | 6 | 0.8
Cc1ccc(C(=O)N/C(=C/c2ccco2)C(=O)OCN2C(=O)c3ccccc3C2=O)cc1 | -20 | 21 | -0.4 | 5 | 100 | 100 | 1 | -2 | -11 | 0.8
O=C(CSCc1ccccc1)N1CCN(Cc2ccc3c(c2)OCO3)CC1 | -14 | 19 | 0.1 | 1 | 93 | 108 | -1 | -7 | 0 | 0.8
O=C(CN1CCN(c2ccccc2)CC1)Nc1ccccc1Sc1ccccc1 | -13 | 17 | -0.3 | 11 | 107 | 102 | -8 | 0 | -4 | 0.8
COCCn1c(COc2ccc(Cl)cc2)nnc1SCC(N)=O | 2 | 8 | -0.1 | 2 | 89 | 104 | 12 | 0 | -1 | 0.9
Cc1cc(=O)c(C(=O)O)cn1-c1ccc(C(C)C)cc1 | -1 | 5 | -0.4 | -10 | 97 | 102 | 2 | 1 | 2 | 1
Cn1c(SCC(=O)Nc2cccc(F)c2)nnc1-c1cc2ccccc2o1 | 0 | 8 | 0.4 | 4 | 103 | 99 | -4 | 6 | -31 | 0.9
CCCCC1C(=O)CC[C@H]2[C@@H]1CC(=O)[C@@H]2C/C=C\CCCC(=O)O (some centres not stated) | 5 | 7 | -0.2 | -7 | 97 | 90 | 3 | 13 | 8 | 0.9
Oc1ccc(F)cc1-c1cc(-c2ccc3c(c2)OCCO3)n[nH]1 | 3 | 17 | 0.3 | -197 | 110 | 98 | -11 | 6 | 5 | 0.8
COC(=O)c1cnc(SC)nc1C | -4 | 15 | -0.3 | -16 | 105 | 99 | -6 | 7 | -16 | 0.8
Cc1ccc(C)c(-c2cc(C(=O)Nc3nccs3)c3ccccc3n2)c1 | 13 | 13 | -0.6 | 2 | 94 | 106 | 7 | -1 | 7 | 0.9
Cc1ccc(CSCC(=O)NCc2cccnc2)cc1 | 5 | 12 | -0.2 | 9 | 105 | 97 | -6 | 7 | -9 | 0.9
COc1ccc(S(=O)(=O)N2CCC(C(=O)N3CCCCC3)CC2)cc1Cl | -8 | 16 | -0.1 | 6 | 99 | 95 | 1 | 8 | -7 | 0.8
COc1ccc2nc(SCC(=O)O)nc(C)c2c1 | -3 | 5 | -0.3 | -9 | 97 | 103 | 3 | 2 | 13 | 1
O=C(C/C=N\OCc1ccc([N+](=O)[O-])cc1)Nc1ccc(Br)cc1 | 8 | 25 | 0.2 | 4 | 98 | 101 | 1 | 6 | 9 | 0.7
Cc1nc2ccc(NC(=O)N(C(C)C)C(C)C)cc2s1 | 2 | 13 | -0.1 | -6 | 112 | 97 | -13 | 5 | 15 | 0.9
CCCCCCCCCS(=O)(=O)N/N=C/c1cccc([N+](=O)[O-])c1 | 1 | 22 | -0.4 | -2 | 101 | 101 | -1 | -1 | 9 | 0.8
CCOC(=O)c1sc(Nc2cccc(C)c2C)nc1C | -14 | 26 | -0.3 | 1 | 97 | 89 | 3 | 17 | 3 | 0.7
CC(NS(=O)(=O)c1ccc(OCC(=O)Nc2cccc([N+](=O)[O-])c2)cc1)c1ccccc1 (configuration not stated) | 8 | 16 | -0.1 | -3 | 88 | 107 | 13 | -5 | -4 | 0.8
COC(=O)[C@@H](NC(=O)O[C@@H]1C(=O)c2cc(Br)ccc2O[C@H]1c1cccc(OC)c1)C(C)C | -8 | 11 | -0.3 | -10 | 107 | 91 | -7 | 8 | 1 | 0.9
Cn1c(COc2ccccc2)nnc1SCC(=O)Nc1ccc(S(N)(=O)=O)cc1 | 2 | 6 | -0.2 | 5 | 102 | 104 | -2 | -5 | -2 | 0.9
O=C(CS(=O)(=O)Cc1ccccc1)Nc1ccc(S(=O)(=O)N2CCCCCC2)cc1 | -7 | 21 | 0.2 | -11 | 104 | 100 | -4 | 0 | -6 | 0.8
CCCNC(=O)N[C@@H](CCSC)C(=O)OC | 3 | 14 | 0.1 | -16 | 102 | 97 | -2 | 4 | 3 | 0.9
Cc1cc(C)c(C#N)c(SCc2[nH]nc3c2C(c2ccc(F)cc2)C(C#N)=C(N)O3)n1 (configuration not stated) | -14 | 46 | 0.0 | 5 | 93 | 103 | 0 | -1 | -5 | 0.5
CCC(=NCCc1c(C)[nH]c2ccccc12)C1=C(O)CC(c2ccccc2)CC1=O (configuration not stated) | 14 | 0 | -0.1 | 29 | 97 | 102 | 3 | -5 | 0 | 1

Outcome played no part in choosing rows; any-hit rate near 6.1%.
